Screens deposited in PubChem by several laboratories.
CSN inh = inhibitors of CSN-mediated cullin deneddylation, primary screen, biochemical, fluorescence polarization, uHTS. Purified CSN, SCF-Nedd8-OG deneddylation. AID 651999, 2013. COP9 signalosome complex subunit 5 (Homo sapiens), Q92905. inhibition, % at 12.5 µM. 360,000 compounds, 0.38% hits;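 active means pattern-corrected inhibition above about 35%, with an unprinted fluorescence ratio check between 0.5 and 1.5, limit read from the data, passing the limit was not always enough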;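 further: 0% = enzyme with substrate and 100% = substrate without enzyme; some results filed as inactive read as strong as hits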
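Test system: Human Csn5 produced in HEK293T cells | Compound: 12.5 µM single point | Times: 90 min, room temperature | Signal: Fluorescence polarization readout | Read-out basis: % inhibition of substrate cleavage by Csn5 | Controls: no-enzyme wells high, enzyme-with-substrate wells low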
TbMetRS inhib = T. brucei MetRS inhibitors, primary screen, biochemical, luminescence; methionyl-tRNA synthetase (Trypanosoma brucei brucei); purified T. brucei MetRS, ATP depletion, Kinase-Glo luminescence; inhibition, % at 11.9 µM; 360,000 compounds, 0.4% hits; AID 624268, 2012;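 active means inhibition above a per-plate cutoff of the control wells' mean inhibition plus 3 SD, cut at about 5.5% in these data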;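 further: 0% = DMSO wells median and 100% = median of wells with control inhibitor compound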
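Test system: purified T. brucei MetRS enzyme. Also added: ATP, methionine and E. coli bulk tRNA substrates. Compound: 11.9 µM single point. Schedule: 15 min enzyme-compound preincubation, 2 h reaction, 10 min detection, 25 °C. Signal: luciferase luminescence of residual ATP, Kinase-Glo. Evaluation: percent inhibition versus plate control medians. Controls: DMSO wells, low control.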
STEP block = STEP phosphatase inhibitors, primary screen, biochemical, fluorescence intensity, uHTS; recombinant STEP, OMFP fluorogenic substrate; AID 588621, 2011; inhibition, % at 20 µM; 360,000 compounds, 0.25% hits; Tyrosine-protein phosphatase non-receptor type 5 (Homo sapiens), P54829;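 active means inhibition at 20 µM, scaled per plate between control wells, above about 37%, limit read from the data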;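 further: 0% = DMSO with enzyme and substrate and 100% = substrate only without enzyme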
Target sequence (P54829 whole entry, looked up): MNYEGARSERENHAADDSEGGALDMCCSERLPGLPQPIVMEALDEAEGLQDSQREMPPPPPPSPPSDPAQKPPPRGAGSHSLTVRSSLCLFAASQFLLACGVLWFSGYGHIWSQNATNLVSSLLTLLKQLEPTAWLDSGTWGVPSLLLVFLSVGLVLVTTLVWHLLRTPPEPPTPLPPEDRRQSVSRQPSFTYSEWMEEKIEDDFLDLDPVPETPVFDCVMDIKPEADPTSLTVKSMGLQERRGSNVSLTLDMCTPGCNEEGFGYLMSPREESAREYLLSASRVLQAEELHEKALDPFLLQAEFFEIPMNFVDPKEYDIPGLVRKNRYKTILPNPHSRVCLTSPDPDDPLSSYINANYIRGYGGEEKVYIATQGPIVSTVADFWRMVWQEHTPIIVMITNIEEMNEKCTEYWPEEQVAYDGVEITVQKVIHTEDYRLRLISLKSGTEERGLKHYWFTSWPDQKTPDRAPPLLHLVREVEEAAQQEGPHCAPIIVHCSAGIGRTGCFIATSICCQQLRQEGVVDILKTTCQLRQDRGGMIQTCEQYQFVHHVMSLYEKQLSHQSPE
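Assay system: isolated STEP enzyme. Buffer or medium: pH 6.0 Bis-Tris with DTT and Tween 20. Also added: fluorogenic phosphatase substrate OMFP at 25 µM final. Dosing: 20 µM, 1% DMSO. Timing: 20 min reaction, room temperature, in the dark. Measured by: fluorescence intensity, excitation 480 nm, emission 540 nm. Evaluation: normalized % inhibition.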
Rpn11 block = Rpn11 (PSMD14) deubiquitinase inhibitors, primary screen, biochemical, fluorescence polarization, uHTS; calls only at 20 µM; human 26S proteasome, Ub4-pepOG fluorescence polarization; 20S core pre-blocked with epoxomicin; 360,000 compounds, 0.59% hits;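 active means inhibition at 20 µM, scaled to each plate's controls, above about 33%, limit read from the data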
Target sequence (O00487 whole entry, looked up): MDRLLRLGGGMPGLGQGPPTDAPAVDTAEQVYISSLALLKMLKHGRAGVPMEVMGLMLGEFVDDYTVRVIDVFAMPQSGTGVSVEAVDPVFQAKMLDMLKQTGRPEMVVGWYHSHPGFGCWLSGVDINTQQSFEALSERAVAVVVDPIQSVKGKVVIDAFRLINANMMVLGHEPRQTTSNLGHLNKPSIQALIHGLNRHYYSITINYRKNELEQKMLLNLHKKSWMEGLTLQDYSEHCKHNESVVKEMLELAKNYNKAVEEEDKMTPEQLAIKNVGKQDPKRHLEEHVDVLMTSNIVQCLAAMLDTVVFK
PABP1 MLLE inh = inhibitors of PABP1 MLLE–PAM2 peptide binding, primary screen, biochemical, fluorescence polarization, FITC-PAM2, GST-MLLE; Polyadenylate-binding protein 1 (Homo sapiens), P11940; inhibition, % at 20 µM; 360,000 compounds, 0.36% hits; AID 588489, 2011; in the data active means inhibition above about 35%, passing the limit was not always enough;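 further: plate controls were DMSO wells with GST-MLLE for no effect and wells lacking GST-MLLE protein for full effect; some results filed as inactive read as strong as hits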
DNMT1 inh = human DNMT1 methyltransferase inhibitors, primary screen, biochemical, molecular beacon, fluorescence, HinP1I cleavage, uHTS; DNA (cytosine-5)-methyltransferase 1 (Homo sapiens), P26358; inhibition (reported as % activation of signal), % at 10 µM; 360,000 compounds, 0.83% hits; in the data active means inhibition above about 50%
NadD inh = inhibitors of S. aureus NadD, primary screen, biochemical, colorimetric, uHTS | Nicotinate-nucleotide adenylyltransferase NadD (Staphylococcus aureus N315) | purified NadD enzyme, colorimetric absorbance read-out | inhibition, % at 20 µM | 360,000 compounds, 0.78% hits; in the data active means inhibition above about 26%; further: some compounds past the cut are filed as inactive
SUMO1 PPI mod = modulators of SUMO1 protein-protein interactions, primary screen, biochemical, uHTS; inhibition, % at 20 µM; 360,000 compounds, 0.33% hits; SUMO1 binding to a labelled peptide, TR-FRET, 1 h; in the data active means inhibition above about 37%
Scp1 inh = Scp-1 phosphatase inhibitors, primary screen, biochemical, colorimetric, uHTS | Carboxy-terminal domain RNA polymerase II polypeptide A small phosphatase 1 (Homo … | AID 493091, 2011 | 340,000 compounds, 0.88% hits | Recombinant Scp1, phosphopeptide, malachite green phosphate absorbance | inhibition, % at 20 µM;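 active means inhibition above about 50% at 20 µM, limit read from the data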;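 further: plate controls were DMSO wells with enzyme for no effect and wells lacking enzyme for full effect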
Target sequence (Q9GZU7 76-261 limits assumed): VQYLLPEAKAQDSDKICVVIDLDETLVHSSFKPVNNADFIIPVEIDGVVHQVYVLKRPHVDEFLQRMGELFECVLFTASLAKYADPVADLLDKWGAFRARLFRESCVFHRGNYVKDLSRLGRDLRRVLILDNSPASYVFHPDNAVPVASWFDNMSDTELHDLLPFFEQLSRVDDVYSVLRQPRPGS
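System: SCP-1 catalytic domain; Reagent: Phospho 17-mer peptide substrate; Doses: one concentration, 20 µM, with 1.0% DMSO; Incubation: 45 min room-temperature reaction, 5 min colour, 30 min stabiliser; Signal: Phosphate-binding colour reagent, absorbance read at 630 nm.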
LMPTP block = LMPTP phosphatase inhibitors, primary screen, biochemical, fluorescence intensity, uHTS | Low molecular weight phosphotyrosine protein phosphatase (Homo sapiens), P24666 | recombinant LMPTP-A, OMFP fluorogenic substrate | inhibition, % at 20 µM | 360,000 compounds, 0.22% hits | AID 651560, 2012;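 active means compounds that cut the enzyme signal by at least half of the control window in the single-dose screen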;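 further: plate controls were DMSO wells with enzyme plus substrate for no effect and substrate without enzyme for full effect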
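test system = LMPTP-A | amount = 0.625 nM LMPTP-A final | reagent = fluorogenic phosphatase substrate OMFP at 400 µM final | incubation = 50 min at room temperature | benchmarks = no-enzyme low control, uninhibited high control | medium = Bis-Tris pH 6.0, DTT, detergent | signal = fluorescence intensity of OMFP turnover product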
Starred values were filed as active, the others as inactive; i = inactive; . = no result given.

SMILES	CSN inh	TbMetRS inhib	STEP block	Rpn11 block	PABP1 MLLE inh	DNMT1 inh	NadD inh	SUMO1 PPI mod	Scp1 inh	LMPTP block
CC(=O)NC1C(Oc2ccccc2C)OC(CO)C(O)C1O (stereo not drawn)	-1	1.4	2	i	9	2	-4	-4	-7	-0.1
CC1CCc2c(sc3ncnc(SCC(=O)c4ccccc4)c23)C1 (stereo not drawn)	-4	-0.8	1	i	4	1	2	6	-4	1.0
CC(/C=N/NC(=O)c1nnn(-c2nonc2N)c1CN1CCCCC1)=C\c1ccccc1	-2	-0.3	-1	i	3	0	1	-4	13	-0.9
CCN(CC)S(=O)(=O)c1ccc(F)c(C(=O)OC2CC(C)OC2=O)c1 (stereo not drawn)	-2	-0.7	-1	i	4	1	1	3	1	-0.6
Cc1ccc(NC(=O)c2ccc(Nc3c([N+](=O)[O-])cc([N+](=O)[O-])cc3[N+](=O)[O-])cc2)cc1	2	0.4	1	i	-11	5	22	-20	-14	3.1
CN(C)c1ccc(/C=N/NC(=O)c2ccccc2)cc1	9	-0.4	2	i	-2	0	0	-10	-4	-2.1
Nc1cc(=O)n(Cc2ccco2)c(=S)[nH]1	5	0.3	-2	i	1	-2	-7	4	.	-1.7
O=C(O)c1ccccc1NC1CCCCC1NS(=O)(=O)c1ccccc1 (stereo not drawn)	0	0.4	1	i	-4	-2	-4	-3	-3	-0.3
O=C(c1ccco1)N1CCN(c2ccc([N+](=O)[O-])c(N3CCOCC3)c2)CC1	-11	0.7	0	i	4	4	4	-25	-5	0.6
CCOC(=O)c1ccc(NC(=S)N2CCN(CCN=CC3=C(O)CC(C)(C)CC3=O)CC2)cc1	7	-0.6	-1	i	-22	0	-2	-4	-5	-1.5
CN(C)c1ccc(-c2ccnc3c2CC(C)(C(=O)NCc2ccco2)O3)cc1 (stereo not drawn)	-2	0.7	0	i	9	-2	-10	3	.	0.3
COc1ccc(C(=O)Nc2nnc(CC(=O)N/N=C/c3ccc(O)cc3O)s2)cc1	32	-0.5	10	i	-44	23	34*	79*	.	13
FC(F)Oc1ccc(-n2cc(-c3ccccc3)[n+]3c2CCCCC3)cc1	-1	-0.2	-2	i	2	-2	0	4	34	-0.1
Cc1nc(Cl)cc(N/N=C/c2ccccc2)n1	0	0.3	0	i	6	-11	5	-2	-1	0.9
CN(C)C1(CNC(=S)Nc2ccccc2C(F)(F)F)CCCCC1	2	0.5	2	i	20	2	-10	4	-11	-1.3
Cc1ccc(N(CC(=O)NCc2ccccn2)S(=O)(=O)c2ccccc2)cc1C	7	-0.3	1	i	-12	0	3	-2	-1	-0.8
COc1ccc(OCC(=O)N2CCCC(Nc3ccc(C)c(C)c3)C2)cc1 (stereo not drawn)	-2	-0.5	-1	i	12	-5	7	4	.	-0.1
N#Cc1c2c(c(-c3ccccc3Cl)[nH]c1=S)CCCC2	5	0.1	3	i	34	5	20	3	-8	1.7
Cc1ccc(C(=O)NCC(=O)OCN2C(=O)c3ccccc3C2=O)cc1C	-4	0.3	1	i	6	3	-7	-10	-6	0.0
COCCOC(=O)C1=C(C)NC(=O)NC1c1ccc(-c2ccc(F)cc2)o1 (stereo not drawn)	2	0.2	-2	i	2	-2	-6	-3	-5	-0.1
COCCNC(=O)c1ccc2c(c1)C(=O)c1ccccc1-2	0	1.6	1	i	-5	-1	5	-33	-7	-0.7
COC(=O)CCN(C(C)=O)c1ccc(N)cc1	-1	0.1	-2	i	-5	-2	2	2	-6	1.0
CC(=O)c1ccc(S(=O)(=O)Oc2ccc(-c3ccc(C(=O)O)cc3)cc2)cc1	-4	-0.1	0	i	-5	-2	5	10	-8	1.2
COc1ccccc1S(=O)(=O)N1CCC(C(=O)O)(c2ccccc2)CC1	2	-0.3	0	i	-16	-1	4	1	-2	0.2
COCCn1c(SCC(=O)c2c(N)n(C3CC3)c(=O)[nH]c2=O)nc2ccccc21	0	-0.5	-4	i	-11	2	-1	2	-8	-1.0
SMILES	CSN inh	TbMetRS inhib	STEP block	Rpn11 block	PABP1 MLLE inh	DNMT1 inh	NadD inh	SUMO1 PPI mod	Scp1 inh	LMPTP block
Cc1cccc(NC(=O)CSc2nnc(-c3ccccc3)n2N)c1	-4	0.6	-2	i	-14	0	0	-1	-13	-0.3
Cc1ccc(CNc2nc3ccccc3n2C)o1	2	0.5	-3	i	-7	1	1	0	0	1.6
CCCc1nc(SCC(=O)c2ccc3c(c2)NC(=O)CO3)[nH]c(=O)c1CC	-4	-0.2	-1	i	7	-25	7	4	0	-1.7
COC(=O)c1ccc(Cn2nc([N+](=O)[O-])c(Br)c2C)cc1	0	-0.2	-1	i	8	-1	3	-21	-14	-0.2
CCC(Sc1nc(N)cc(=O)[nH]1)C(=O)Nc1cc(C)on1 (stereo not drawn)	-4	0.1	4	i	12	-1	0	3	1	1.2
CO/N=C/C(=N\Nc1cc(OC)cc(OC)c1)C(=O)c1ccccc1	-18	0.0	2	i	2	2	2	-6	-8	2.1
COc1ccc(S(=O)(=O)NC2CC(C)(C)NC(C)(C)C2)c2ccccc12	1	-0.4	-3	i	7	1	-6	3	-5	-0.3
CC(C)CC(NC(N)=O)C(=O)NCCc1ccc(Cl)cc1Cl (stereo not drawn)	6	1.6	0	i	-15	2	-7	2	-1	0.4
COc1ccc(OC2C(=O)N(c3ccc(F)cc3)C2c2ccc(OC)c(OC)c2)cc1 (stereo not drawn)	5	-0.2	-1	i	-9	-1	-8	3	-15	1.5
O=C1NC[C@@H](CCCCN2C[C@H](Cc3ccc(O)cc3)N(CCc3ccc(O)cc3)C(=O)C2=O)N(CC2CCCCC2)C1=O	-4	0.6	.	.	.	.	18	3	.	-0.4
COc1ccc(S(=O)(=O)Cc2ccc(C(=O)NCc3cccnc3)o2)cc1	1	-0.2	0	i	6	0	1	-2	-4	0.5
Fc1cccc(CSc2ccc(-c3ccc4c(c3)OCO4)nn2)c1	1	0.0	3	i	0	3	15	1	3	2.4
C/C(N)=C(/C#N)C(=O)COc1ccc(Cl)cc1Cl	3	-0.4	-3	i	-2	-3	-4	61*	-7	3.2
O=C(c1cc2nc(-c3ccccc3)cc(C(F)(F)F)n2n1)N1CCCC1	-2	-0.7	0	i	14	0	-2	-15	-6	-0.2
O=c1cc(-c2ccccc2)oc2ccc(Cl)cc12	5	-0.2	1	i	-12	-5	-5	0	-8	0.5
COC(=O)c1cc2occc2n1Cc1nc(-c2ccccc2C)oc1C	1	-0.3	-1	i	-10	21	5	0	-12	0.4
COc1ccccc1CNC(=O)[C@H](C)NC(=O)C1CCN(C(=O)[C@@H](N)CCSC)CC1	4	-1.7	5	i	17	13	-1	2	4	-5.3
O=C(O)/C(=C\c1ccccc1)c1ccccc1	3	0.1	0	i	-9	0	1	-4	-12	-1.1
Cc1cccc(C)c1NC(=O)Cn1nc(C)n2cccc2c1=O	-1	0.3	-4	i	-10	0	5	-1	-9	0.0
O=C(NC1(C(F)(F)F)C(=O)Nc2c1c(=O)[nH]c(=O)n2Cc1ccccc1)c1ccco1 (stereo not drawn)	-1	-0.1	0	i	0	4	4	1	-4	-0.8
Cc1ccccc1C(=O)Nc1ccc(S(=O)(=O)N2CCN(C)CC2)cc1	4	-0.6	2	i	-1	1	-2	-2	-3	-0.8
CC(=O)N/C(=C\c1ccccc1)C(=O)OC(C)C(=O)c1ccccc1 (stereo not drawn)	-3	0.0	-1	i	-9	2	2	-6	-1	0.0
CCC(Oc1ccccc1OC)C(=O)N1CC(=O)Nc2ccccc21 (stereo not drawn)	-3	-0.5	1	i	2	0	1	2	2	-1.1
Cc1cc(NC(=O)CSc2nc(C(C)C)nc3c2c(=O)n(C)c(=O)n3C)no1	3	-0.3	1	i	4	5	-6	5	-11	-2.2
CN(CC(=O)NC1CCCc2ccccc21)C1CCCCC1 (stereo not drawn)	2	0.6	1	i	4	-1	-4	-3	-10	0.7
Nc1nc2n(n1)C(c1ccc(Cl)cc1)CC(c1ccc(F)cc1)N2 (stereo not drawn)	-7	-0.5	2	i	8	-2	6	6	7	-1.3
Oc1ccc(-c2nnc(-c3ccc(O)cc3)nn2)cc1	-2	-0.6	-3	i	-7	0	0	-22	-7	-0.5
[O-]/C(=C(\C(=S)Nc1ccc(SC(F)F)cc1)[n+]1cccc(CO)c1)c1ccc(Cl)s1	-1	0.8	2	i	25	-14	26	-4	-4	2.6
O=C(O)C(=O)Cc1c[nH]c2ccccc12	6	1.6	-1	i	-18	-16	7	2	12	-0.7
CC(=O)N1CCN(C(=O)c2cccc(S(=O)(=O)N3c4ccccc4CC3C)c2)CC1 (stereo not drawn)	-4	0.0	0	i	-8	-4	2	-5	2	3.4

Random excerpt: 4 records from the list, in no set order.
SMILES	CSN inh	TbMetRS inhib	STEP block	Rpn11 block	PABP1 MLLE inh	DNMT1 inh	NadD inh	SUMO1 PPI mod	Scp1 inh	LMPTP block
Oc1ccc(-c2nnc(-c3ccc(O)cc3)nn2)cc1	-2	-0.6	-3	i	-7	0	0	-22	-7	-0.5
CN(C)c1ccc(/C=N/NC(=O)c2ccccc2)cc1	9	-0.4	2	i	-2	0	0	-10	-4	-2.1
CCC(Sc1nc(N)cc(=O)[nH]1)C(=O)Nc1cc(C)on1 (stereo not drawn)	-4	0.1	4	i	12	-1	0	3	1	1.2
COCCNC(=O)c1ccc2c(c1)C(=O)c1ccccc1-2	0	1.6	1	i	-5	-1	5	-33	-7	-0.7
